# Cneo AK release – causes C. neoformans cell lysis. adenylate kinase release luminescence, 4 h; normalised: neutral wells 0, clomiphene wells 100. hit rate 0.2% among 360,000. lysis activity, % at 15 µM;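 active means mean lysis activity across replicates of at least 80%, whatever share of replicates individually reach that level; inactive means mean lysis activity below 80%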
#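 Test system: log-phase Cryptococcus neoformans yeast cells. Input: 5 × 10^6 yeast cells/mL. Medium: fresh YPD growth medium. Doses: single dose. Incubation: static 4 h at 37 °C with compound, 1 h detection. Measured by: luminescent adenylate kinase detection reagent. Read-out: signal increase indicating cell lysis. Benchmarks: Clomiphene.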
# PglD DTNB – blocks C. jejuni PglD acetyltransferase activity; purified PglD enzyme, DTNB colorimetric CoA detection; inhibition, % at 12.5 µM; hit rate 0.098% among 360,000; in the data active means inhibition above about 16%, passing the limit was not always enough; further: strong numbers were not always called active
# PGC1a acetyl inh – PGC1a acetylation modulation, inhibitor mode | U2OS PGC1a acetylation, AlphaScreen anti-acetyl-lysine; with virally co-expressed GCN5 acetyltransferase | inhibition, % at 15.6 µM | hit rate 0.17% among 350,000 | AID 651687;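 active means every replicate shows inhibition of at least 40%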;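 further: 0% = neutral control wells and 100% = positive control wells; some results beyond the cut were filed as inactive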
# LGR2 antag – Drosophila LGR2 receptor signaling inhibition | HEK293 LGR2, CRE-luciferase, bursicon-stimulated, 4 h | inhibition, % at 9.99 µM | hit rate 0.35% among 380,000 | AID 720647;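 active means drop in luminescence signal, shown as inhibition above about 50% in the replicate tests, limit read from the data, passing the limit was not always enough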;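 further: agonist challenge used bursicon conditioned medium at about half maximal strength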
# INS-1E GSIS act – primary screen for activators of insulin secretion dependent on glucose, INS-1E cells, GLuc reporter luminescence; INS-1E GLuc reporter insulin secretion, 2-3 h; activation, % at 16.6 µM; hit rate 0.61% among 370,000;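 active means lowest replicate activation of at least 40%, so every replicate reaches that level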;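 further: 0% = median of neutral control wells and 100% = median of IBMX positive control wells; some compounds called inactive have numbers as strong as hits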
# ARNT-TACC3 inh – ARNT/TACC3 interaction disruption. inhibition, % at 9.99 µM. AID 623870. AlphaScreen His-ARNT PAS-B/GST-TACC3 binding, luminescence; TACC3 fragment carries E629A point mutation. hit rate 0.66% among 390,000. Q9Y6A5;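 active means mean inhibition of replicates at least 50% and at least half of replicates each reaching 50%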;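 further: 0% = complete ARNT plus TACC3 wells and 100% = ARNT alone without TACC3; many hits fall short of the cut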
# PAX8 reporter – lowers PAX8-driven luciferase in RMG-I cells | hit rate 1.2% among 360,000 | RMG-I TPO-luciferase reporter, SteadyGlo, 24 h | inhibition, % at 12.6 µM;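 active means mean replicate inhibition at least 60% with every replicate also reaching 60%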;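 further: luciferase light reporting Pax8 driven TPO promoter activity; plate controls were median of neutral control wells for no effect and mitoxantrone controls for full effect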
# C2C12 statin – suppressors of simvastatin-induced myotoxicity in C2C12 myotubes; rescue of ATP level, % at 7.49 µM; hit rate 0.78% among 330,000; ATP luminescence, 48 h; scaled: DMSO 0, geranylgeraniol control 100;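 active means mean ATP rescue above about 67%, or every replicate alone reaching that limit, limit read from the data, passing the limit was not always enough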;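 further: myotubes were challenged with 10 µM simvastatin during compound exposure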
# * hit, by the source's call; / = not tested or not shown; & = joins results of further samples.
# Under each structure: Cneo AK release	PglD DTNB	PGC1a acetyl inh	LGR2 antag	INS-1E GSIS act	ARNT-TACC3 inh	PAX8 reporter	C2C12 statin
> COc1ccccc1C(=O)NC(=Nc1nc2ccccc2o1)NC(=O)c1ccccc1OC
 : -2.7&1.6	-0.1&-3.8	4.8&6.6	-29.6	6.8	-29.1&-1.2	/	-4.8&-18.4
> C[C@@H]1CN([C@@H](C)CO)C(=O)CCCn2nncc2CO[C@@H]1CN(C)S(=O)(=O)c1ccc(-n2cccn2)cc1
 : 2.4&-0.6	1.5&3.9	-3.4&5.0	13.5	-3.1&-9.5	-1.6	9.4&5.7	7.9&-5.3
> Cc1ccc(-n2ncc3c2CC(C)(C)CC3NC(=O)c2c(C)noc2C)cc1 (configuration not stated)
 : 11.3	-1.6	/	6.7	-23.5	-18.2	5.5	0.0
> COc1ccccc1NC(=O)C(C)OC(=O)c1ccc(-n2cnnn2)cc1 (configuration not stated)
 : 0.5	0.7	/	2.3	-3.9	-2.4	-0.8	-9.4
> C[C@@H]1CCCCO[C@@H](CN(C)C(=O)Nc2ccc3c(c2)OCO3)[C@H](C)CN([C@H](C)CO)C(=O)c2cc(NS(=O)(=O)c3ccc(F)cc3)ccc2O1
 : 0.2	3.4	-6.4	8.5	-16.4	-6.2	16.4	31.2
> Cc1ccc([N+](=O)[O-])cc1NC(=S)NC(=O)c1cccs1
 : /	/	/	6.8	31.2	-3.3	14.8	/
> CC(C)(C)c1nn(-c2ccccc2)c2[nH]c(=O)c(CNCc3ccc4c(c3)OCO4)cc12
 : 1.2	-2.1	-17.3	/	/	-9.2	/	4.4
> COc1ccc(CNC(NC(=O)c2ccccc2)(C(F)(F)F)C(F)(F)F)cc1
 : /	/	/	4.6	-26.6	-2.4	13.6	/
> COCC(=O)Nc1ccc2c(c1)[C@H]1C[C@H](CC(=O)N3CCOCC3)O[C@@H](CO)[C@H]1O2
 : -3.9	-3.3	-0.2	-10.8	17.4	6.3	6.5	2.9
> CC(C)NC(=O)N(C)C[C@H]1OCc2cnnn2CCCC(=O)N([C@@H](C)CO)C[C@@H]1C
 : -1.4	1.1	-5.4	4.1	4.4	1.7	3.8	-15.4
> Cc1cc2c(c(=O)o1)C1(C(=O)N(CC(=O)O)c3ccccc31)C(C#N)=C(N)O2 (configuration not stated)
 : 0.5	-3.2	4.2	/	/	/	8.5	/
> CCOC(=O)N1CCN(C(=O)COc2cccc3c2CCN(Cc2cccc(C)c2)C3=O)CC1
 : /	/	/	-0.5	-36.9	4.6	19.7	2.6
> Cc1ccsc1C(=O)Nc1cc(C(C)(C)C)nn1-c1ccccc1
 : /	/	-10.4	-0.2	-2.1	-11.0	/	/
> C[C@H]1CN([C@@H](C)CO)C(=O)c2cc(NS(=O)(=O)c3ccccc3)ccc2O[C@@H]1CN(C)C(=O)Nc1ccc(C(F)(F)F)cc1
 : /	/	-1.4	5.3	-6.3	/	-8.0	4.4
> O=C(CCC(=O)Nc1ccccc1)N/N=C/c1ccncc1
 : 18.4	10.1	11.4	-13.1	6.1	/	-0.3	13.4
> COc1ccc(/C(N)=N/OC(=O)Cc2ccccc2)cc1
 : /	/	/	-115.9	5.0	-12.1	-143.0	/
> C[C@H](CO)N1C[C@H](C)[C@H](CN(C)C(=O)NC2CCCCC2)Oc2c(NC(=O)Nc3ccccc3)cccc2C1=O
 : 2.4	2.0	-2.1	15.1	-15.2	/	3.3	-65.6
> COc1ccc(Cl)cc1Nc1cc(C)nc2ncnn12
 : -0.4	8.6	15.7	-9.7	2.3	/	10.9	7.6
> C[C@@H]1CN([C@H](C)CO)C(=O)c2cccc(NC(=O)Nc3ccccc3)c2O[C@@H]1CN(C)Cc1ccccc1
 : -0.5	2.3	3.1	2.6	-4.4	-15.2	4.5	-14.5
> CC(=O)CC(C)=NCCN=C(C)CC(C)=O
 : -0.6	-2.2	-24.3	16.9	7.8	-2.0	/	-38.5

# The listing continues:
# Under each structure: Cneo AK release	PglD DTNB	PGC1a acetyl inh	LGR2 antag	INS-1E GSIS act	ARNT-TACC3 inh	PAX8 reporter	C2C12 statin
> O=C(NCc1nnc(SCC(=O)N2CCCC2)o1)c1ccccc1
 : 0.8	5.8	/	14.7	8.8	-4.1	11.7	9.0
> CN1C(=O)c2cc(NC(=O)Nc3ccccc3F)ccc2OC[C@H]2O[C@@H](CC(=O)NCCc3ccncc3)CC[C@@H]21
 : -1.1	-3.8	0.0	-8.1	4.2	-2.4	0.4	2.3
> O=C1C=CN(Cc2ccccc2)CC1
 : 0.5	-0.3	12.0	-15.3	-10.0	-2.9	8.8	-4.3
> COc1ccccc1NC(=O)N1CCCCN2[C@@H](CO)[C@@H](c3ccc(-c4cccc(C)c4)cc3)[C@@H]2C1
 : 18.2	-3.2	-3.8	7.3	-14.7	15.3	103.7*	/
> CC(C)(C)OC(=O)N1CCN(Cc2ccc(F)c(B(O)O)c2)CC1
 : 2.7	-0.2	7.1	-37.4	20.3	2.3	10.2	-2.0
> O=C(Nc1ccc2c(c1)OCO2)C1CC1
 : -4.2	3.5	7.2	-16.4	8.0	5.4	-85.9	5.1
> C[C@@H]1CCCCO[C@@H](CN(C)C(=O)c2ccccc2)[C@@H](C)CN([C@H](C)CO)C(=O)c2cc(NC(=O)Nc3ccc4c(c3)OCO4)ccc2O1
 : 44.6	3.9	-0.6	-3.3	18.6	12.2	-1.2	/
> O=C(Nc1ccccc1F)Nc1ccccc1N1CCCCC1
 : 7.6	-0.5	/	-1.5	6.8	-2.9	-13.6	-2.2
> COc1ccccc1/C=N/NC(=O)CCSc1ccccc1
 : 2.4	15.4	10.5	8.5	11.3	0.8	4.3	/
> COc1ccc(NC(=O)COC(=O)c2ccc(S(=O)(=O)N3CC(C)CC(C)C3)cc2)cc1OC (configuration not stated)
 : -19.8	-4.2	7.6	2.9	17.6	/	-13.3	1.4
> C#CCNCCS(=O)(=O)N(Cc1ccc(Br)cc1)[C@@H](C)C(=O)O
 : 2.3	-1.8	/	0.8	8.6	2.2	13.7	6.9
> N#Cc1ccc(OCC(=O)Nc2ccccc2NS(=O)(=O)c2cccs2)cc1
 : 0.6	1.1	4.9	15.2	-6.7	-5.9	-12.6	/
> O=C(CN(C(=O)CNC(=O)c1cccs1)c1cccc(F)c1)NC1CCCCC1
 : 4.8	-2.6	1.5	6.0	-15.6	4.6	-4.6	-14.8
> CCn1c(SCC(=O)c2[nH]c(C)c(C(C)=O)c2C)nnc1-c1ccccc1
 : 3.9	2.9	-6.4	/	/	/	/	14.7
> Cc1ccc(C)c(C(=O)C(C)OC(=O)CN2C(=O)NC3(CC(C)CC(C)(C)C3)C2=O)c1 (configuration not stated)
 : 1.5	0.5	/	-6.9	11.8	3.4	7.2	-1.6
> COc1cccc(C(=O)OCC(=O)Nc2ccc(N3CCOCC3)cc2)c1
 : 2.1	2.9	-0.9	-7.9	10.0	-20.1	-0.3	-7.8
> Cc1ccc(S(=O)(=O)N2C[C@]3(O)C[C@@H]4C(=O)N(c5ccccc5)C(=O)[C@@H]4C[C@]3(OC(=O)Nc3c(C)noc3C)C2)cc1
 : -0.4	-2.8	2.9	5.1	10.5	/	-2.2	2.1
> CSc1ccccc1NC(=O)CN(C)C(=O)Cc1c(F)cccc1Cl
 : 0.2	-0.9	/	11.9	5.9	4.6	1.3	-3.3
> COc1ccc(NC(=O)CCC(=O)c2ccc(C(C)C)cc2)cc1
 : 6.6	-0.7	16.8	12.5	-1.8	8.7	-9.2	-12.0
> O=C(NC1CCc2ccccc21)c1cc(COc2c(F)cccc2F)on1 (configuration not stated)
 : -0.1	4.3	1.9	-6.3	-14.3	-3.1	5.6	/

# Remaining list, next part.
# Under each structure: Cneo AK release	PglD DTNB	PGC1a acetyl inh	LGR2 antag	INS-1E GSIS act	ARNT-TACC3 inh	PAX8 reporter	C2C12 statin
> COC(=O)c1ccccc1OCC(=O)N1CCN(c2ccc(OC)cc2)CC1
 : -0.8	-1.7	-1.5	/	/	-8.7	3.1	5.8
> FC(F)(F)c1ccccc1C1=CC(c2ccccc2)n2ncnc2N1 (configuration not stated)
 : -0.6	-0.4	-2.4	0.0	1.2	-3.5	-20.9	12.3
> CCN(CC)S(=O)(=O)c1ccc(C)c(NC(=S)NNC(=O)C2CC2)c1
 : /	/	/	12.2	-5.6	-24.2	4.6	/
> C[C@H](CO)N1C[C@H](C)[C@H](CN(C)CC2CC2)OCCCC[C@H](C)Oc2ccc(NC(=O)c3ccccc3)cc2C1=O
 : 15.5	10.6	-6.4	8.1	-3.5	0.9	3.8	/
> CN(C)CC(=O)Nc1ccc2c(c1)[C@@H]1C[C@H](CC(=O)NCc3ccc(-c4ccccc4)cc3)O[C@@H](CO)[C@@H]1O2
 : 4.3	-0.1	-5.5	16.3	1.8	3.7	8.0	-7.7
> COCCN=C1NN=C(c2cc(C)n(CC3CCCO3)c2C)CS1 (configuration not stated)
 : /	/	/	22.0	-11.5	-12.3	3.1	/
> CCSc1nnc(NC(=O)CSc2nc3c(cc2C#N)CCCC3)s1
 : 0.3	-1.4	6.1	-83.4	-11.3	-2.5	/	-16.5
> COc1ccc(-c2nn3c(C4CCCCC4)nnc3s2)cc1OC
 : 2.0	3.5	0.1	/	/	-2.9	/	-0.9
> C[C@@H]1CCCCO[C@@H](CN(C)C(=O)Nc2ccc3c(c2)OCO3)[C@H](C)CN([C@H](C)CO)C(=O)c2cc(NS(C)(=O)=O)ccc2O1
 : 0.8	-1.4	2.6	5.6	-1.8	7.3	/	/
> CCC1Oc2ccccc2N(CC(=O)NCCCN2CCN(c3ccc(OC)cc3)CC2)C1=O (configuration not stated)
 : -0.6	-2.2	-18.3	-16.7	0.5	3.1	8.8	4.4
> CCCS(=O)(=O)N1CCN(C(=O)COc2ccc(-c3ccccc3)cc2)CC1
 : -1.1	-5.5	-0.9	/	/	0.3	18.1	2.2
> N#Cc1ccc(C(=O)Nc2cccc(S(=O)(=O)NC3=NCCC3)c2)cc1
 : 0.0	4.0	-2.4	-1.4	0.6	6.1	6.0	-9.3
> C[C@H]1CN([C@@H](C)CO)C(=O)c2cc(C#CCc3ccccc3)cnc2O[C@@H]1CN(C)Cc1ccccc1
 : /	/	1.4	1.3	-16.0	/	-23.3	/
> C[C@H]1CN([C@@H](C)CO)C(=O)Cc2cc(NC(=O)CCCCCC(=O)Nc3ccccc3N)ccc2O[C@@H]1CN(C)Cc1ccncc1
 : 0.7	0.4	4.8	-29.9	-21.2	-3.6	-0.8	20.5
> CC(=O)Nc1ccc(CN2CCc3c([nH]c4ccccc34)C2C(C)(C)C)cc1 (configuration not stated)
 : 7.2	-2.0	/	9.1	-14.4	0.4	-16.1	-9.3
> CC(C)(C)c1ccc(OCC(=O)Nc2ccncc2)c(Br)c1
 : 7.2	-6.1	4.1	-35.2	12.1	2.0	-21.4	-32.8
> O=C(NCC(=O)N1CCN(c2ccccc2)CC1)c1ccc(Br)o1
 : 11.1	2.8	/	2.3	20.7	0.9	2.3	/
> CCCOC(=O)c1ccc(NC(=O)c2cc(OC)c(OC)c(OC)c2Br)cc1
 : -3.8	3.0	-16.2	/	/	-29.4	0.7	-6.2
> COc1ccc(C(=O)Nc2ccc(C3CC3(Cl)Cl)cc2)cc1 (configuration not stated)
 : -5.4	-2.8	-7.7	-36.8	9.7	-2.2	-83.5	4.2
> O=C(C[C@@H]1CC[C@H](NC(=O)Nc2ccc3c(c2)OCO3)[C@H](CO)O1)NCc1ccc(F)cc1
 : 0.5	1.3	6.3	-3.2	-5.3	2.2	2.2	2.0
> Cc1cc[n+](-c2nc3ccccc3nc2C(=C=[N-])C#N)cc1
 : -1.1	3.1	5.7	/	/	4.4	/	5.7
> Cn1c(=O)c2cc(S(=O)(=O)NCCC(=O)Nc3ccc(F)cc3F)ccc2n(C)c1=O
 : /	/	-13.6	-39.0	18.2	12.0	20.0	/

# Screens as filed in PubChem.
